RECQ1 inh – qHTS Assay for Inhibitors of RecQ-Like Dna Helicase 1 (RECQ1); ATP-dependent DNA helicase Q1 (Homo sapiens), P46063; AID 2549, 2010; 240,000 compounds, 0.54% hits; Potency, µM (doses to about 57.3 µM), for inactives: at the highest dose activity, negative = inhibition, usual class: inhibitors; RECQ1 DNA unwinding, red fluorescence kinetic read;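 also: plate controls were vehicle for no effect and no enzyme for full effect; nearly all actives have a fitted effect of over 30% in size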
Target sequence (P46063 whole entry, looked up): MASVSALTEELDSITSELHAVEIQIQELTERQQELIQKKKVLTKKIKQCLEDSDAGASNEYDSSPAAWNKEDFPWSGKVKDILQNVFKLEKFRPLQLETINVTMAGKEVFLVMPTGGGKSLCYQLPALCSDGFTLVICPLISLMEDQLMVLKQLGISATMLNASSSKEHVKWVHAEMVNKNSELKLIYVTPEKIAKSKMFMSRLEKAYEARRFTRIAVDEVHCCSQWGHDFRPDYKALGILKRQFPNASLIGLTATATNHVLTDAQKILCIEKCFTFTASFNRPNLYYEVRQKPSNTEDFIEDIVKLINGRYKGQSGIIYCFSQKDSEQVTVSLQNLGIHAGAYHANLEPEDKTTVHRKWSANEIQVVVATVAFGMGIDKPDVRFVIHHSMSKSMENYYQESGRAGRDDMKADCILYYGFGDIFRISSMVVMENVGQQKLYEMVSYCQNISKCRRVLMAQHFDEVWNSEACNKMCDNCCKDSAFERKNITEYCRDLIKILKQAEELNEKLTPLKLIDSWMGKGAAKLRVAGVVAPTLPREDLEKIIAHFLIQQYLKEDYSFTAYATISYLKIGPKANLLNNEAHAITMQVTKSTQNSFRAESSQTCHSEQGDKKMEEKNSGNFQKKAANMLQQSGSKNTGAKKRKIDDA
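50 nM RECQ1T1 preincubated 15 min with compound in Tris pH 8.0 buffer with MgCl2, DTT, Tween-20 and 2.5 ug/ml poly(dI-dC); started with 200 nM TAMRA/BHQ-2 forked duplex and 2 mM ATP. Unwinding read as fluorescence (525/598 nm), two reads 2 h apart.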
L3MBTL1 inh – qHTS Assay for the Inhibitors of L3MBTL1; AID 485360, 2010; Lethal(3)malignant brain tumor-like protein 1 (Homo sapiens), Q9Y468; AlphaScreen L3MBTL1–H3K9me1 peptide binding; Potency, µM (highest dose often 57.1 µM), for the others: at the highest dose activity, negative = inhibition, most hits filed as inhibitors; 230,000 compounds, 0.66% hits; also: nearly all actives have a fitted effect of over 60% in size
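AlphaScreen assay: L3MBTL1 (50 nM final) was preincubated 30 min at room temperature with biotinylated H3(1-15)K9me1 peptide (75 nM final), then 30 min with library compounds; streptavidin donor and nickel chelate acceptor beads (10 ug/mL final) added, 30 min dark.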
GAA inhib – qHTS Assay for Inhibitors of Human alpha-Glucosidase as a Potential Chaperone Treatment of Pompe Disease. 200,000 compounds, 0.005% hits. Potency, µM (titrated, usually from 76.9 µM), for the others: top-dose activity change, negative = inhibition, usual class: inhibitors. purified human GAA, 4-MU-alpha-glucoside fluorescence. AID 1466, 2008. Lysosomal alpha-glucosidase (Homo sapiens), P10253;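 also: plate controls were uninhibited enzyme wells for no effect and no-enzyme background for full effect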
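Read-out is 4-methylumbelliferone fluorescence (Ex 365/Em 440 nm) after NaOH/glycine stop at pH 10. Enzyme 4 nM, substrate 400 uM, pH 5.0 citrate buffer, 20 min room temperature; AC50 from Hill-equation concentration-response.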
RGS12 GoLoco inh – qHTS Assay for Inhibitors of RGS12 GoLoco Motif Activity (Red Fluorophore). Guanine nucleotide-binding protein G(i) subunit alpha-1 (Homo sapiens), P63096. Gai1:RGS12 GoLoco peptide FP, rhodamine, 10 min. Potency, µM (series often up to 61.6 µM), for inactives: top-dose activity, negative = inhibition, most hits filed as inhibitors. 230,000 compounds, 0.44% hits. AID 880, 2007; active = well fitted inhibition curve with a large enough effect, not every such curve was filed as active; inactive = no such curve, though single readings can be large or run the other way; also: nearly all actives have a fitted effect of over 30% in size; many of its hits are not listed in these tables
Target sequence (P63096 whole entry, looked up): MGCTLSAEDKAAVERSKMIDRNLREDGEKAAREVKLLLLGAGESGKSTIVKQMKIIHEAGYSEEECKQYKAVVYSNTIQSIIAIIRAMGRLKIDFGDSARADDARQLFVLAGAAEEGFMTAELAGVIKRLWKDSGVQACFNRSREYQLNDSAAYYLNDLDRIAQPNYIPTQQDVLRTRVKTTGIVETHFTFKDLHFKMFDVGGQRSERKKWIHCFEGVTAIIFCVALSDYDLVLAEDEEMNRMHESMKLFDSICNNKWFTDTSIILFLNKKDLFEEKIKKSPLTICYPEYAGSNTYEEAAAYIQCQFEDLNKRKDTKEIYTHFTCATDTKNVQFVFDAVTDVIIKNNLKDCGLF
GAA glycogen mod – qHTS Assay for Inhibitors and Activators of Human alpha-Glucosidase Cleavage of Glycogen | Lysosomal alpha-glucosidase (Homo sapiens), P10253 | recombinant GAA, glycogen substrate, Amplex Red glucose oxidase fluorescence | Potency, µM (doses to about 76.4 µM), inactives show top-dose activity change, negative = inhibition, usual class: inhibitors | 300,000 compounds, 0.38% hits;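 also: 0% = full enzyme reaction and -100% = no-enzyme basal signal; the screen sought inhibitors and activators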
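Natural-substrate format: glycogen cleavage by 4 nM human enzyme, glucose read by Amplex Red coupling (Ex 573, Em 610 nm). Normalized to enzyme and no-enzyme controls.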
TR SRC2 fluor cs – Total Fluorescence Counterscreen for Inhibitors of the Interaction of Thyroid Hormone Receptor and Steroid Receptor Coregulator 2. TRb/SRC2 Texas Red total fluorescence interference. Potency, µM (series often up to 106 µM), for inactives: at the highest dose fluorescence change, negative = quenching. 280,000 compounds, 0.29% hits; active = well fitted curve in either direction with a large enough effect; inconclusive = small, poorly fitted or top-dose-only effect
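Human TRb ligand-binding domain at 0.6 uM with 20 nM Texas Red SRC2 peptide in Tris buffer containing 1 uM T3 and 5% DMSO, incubated with compound 5 h at ambient temperature. Total fluorescence (555/632 nm) calculated as parallel + 2 × perpendicular.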
TRb-SRC2 inh – qHTS for Inhibitors of the Interaction of Thyroid Hormone Receptor and Steroid Receptor Coregulator 2 | 280,000 compounds, 0.065% hits | TRbeta-SRC2 peptide binding, fluorescence polarization; receptor liganded with 1 µM T3 | Potency, µM (titrated, usually from 106 µM), without a hit: top-dose activity change, negative = inhibition, hits mostly inhibitors | Thyroid hormone receptor beta (Homo sapiens), P10828;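 also: plate controls were bound peptide for no effect and peptide without receptor for full effect; nearly all actives have a fitted effect of over 50% in size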
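Polarization signal, normalized between peptide-alone and full complex controls, measured compound effects on T3-liganded human TRb LBD (0.6 uM) binding 20 nM Texas Red SRC2 peptide after 5 hr.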
aGlu spleen mod – qHTS Assay for Inhibitors and Activators of Human alpha-Glucosidase From Spleen Homogenate; Lysosomal alpha-glucosidase (Homo sapiens), P10253; human spleen homogenate, 4-MU-alpha-glucoside fluorescence; Potency, µM (doses to about 79.9 µM), for inactives: at the top dose activity change, negative = inhibition, most hits filed as inhibitors; 240,000 compounds, 0.006% hits; AID 2112, 2009;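 also: 0% = enzyme with vehicle and -100% = no enzyme basal signal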
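Human spleen homogenate (1 ug) with 4-methylumbelliferyl-alpha-D-glucopyranoside (1 mM final) in 50 mM citrate/phosphate pH 5.0, 0.01% Tween-20; 40 min at 37 C. Stopped at pH 10; 4-MU fluorescence Ex 365/Em 440 nm; AC50 by Hill fit.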
Active calls of the source: *; i = inactive; ? = inconclusive; . = not tested or not shown; [ ] = another dose, or the depositor's remark. Unless noted, calls follow the shape of the dose curve; as a rule, active = well fitted curve in the direction sought with a large enough effect; inconclusive = small, poorly fitted or top-dose-only effect, or another doubt; inactive = no such curve, though single readings can be large; an effect the other way counts as inactive or inconclusive. Unless noted, % is scaled to controls: 0 for no effect and ±100 for the full control effect; potency is read from the fitted curve at half-maximal effect. Some of the compounds tested, so the mix of outcomes need not match the whole.

1	CN(C)CCNc1oc(COc2ccc(Cl)cc2)nc1C#N
2	Cc1ccccc1C(=O)NCC(=O)NNC(=S)NC(=O)c1ccccc1
3	Cc1[nH]nc2c1C(c1cn[nH]c1-c1ccc(F)cc1)C(C#N)=C(N)O2 (stereo not drawn)
4	O=C(Nc1cccc(Cl)c1N1CCOCC1)c1cccnc1Cl
5	CCOC(=O)N1CCN(CC(=O)n2c(C)c(C)c3ccccc32)CC1
6	COc1ccc(OC)c(-c2cc(C(=O)N3CCc4ccccc4C3)no2)c1
7	Cc1ccc(Nc2cc(C(=O)NCCCN3CCOCC3)c3ccccc3n2)c(C)c1
8	COc1ccc(/C(=C/Nc2cccc(Br)c2)C(C)=O)cc1OC
9	COc1ccccc1NC(=O)CSc1nccc(=O)[nH]1
10	O=C(CSC(=S)N1CCOCC1)c1ccccc1

assay / compound	1	2	3	4	5	6	7	8	9	10
aGlu spleen mod	-3%	-2%	2%	-7%	0%	-1%	-1%	8%	-5%	-6%
RECQ1 inh	3%	i	-1%	3%	-3%	-13%	i	-2%	-2%	-10%
L3MBTL1 inh	.	6%	-1%	-5%	-2%	0%	.	-7%	6%[11.4 µM]	-4%
GAA inhib	-8%	-2%	-7%	.	0%	-5%	-10%	-6%	-13%	1%
TRb-SRC2 inh	1%	2%	-17%	4%	1%	-11%	-5%	0%	-20%	5%
RGS12 GoLoco inh	2%	2%	12%	5%	2%	0%	3%	5%	6%	-11%
GAA glycogen mod	-7%	-2%	-8%	-1%	6%	-13%	-29%	-7%	-1%	3%
TR SRC2 fluor cs	1%	-1%	-2%	2%	-1%	3%	-2%	-4%	-5%	-1%

11	O=C(NC(=S)Nc1ccc2oc(=O)ccc2c1)c1ccco1
12	O=C(NCC1CCCO1)c1ccccc1S(=O)(=O)c1ccc([N+](=O)[O-])cc1 (stereo not drawn)
13	OC1CCCN(C(=S)NCc2ccccc2)C1 (stereo not drawn)
14	CC(C)C(OC(=O)c1ccco1)C(=O)NC1CCCCC1 (stereo not drawn)
15	COC(=O)C1=C[C@@H](C(=O)OC)C2C3=C(C(=O)[C@@]2(C)NC(=O)c2ccccc2)[C@H](C)[C@@H]2C(=O)N(C)C(=O)[C@@H]2[C@@H]3C1 (stereo partly drawn)
16	O=c1c(-c2cccc([N+](=O)[O-])c2)[n+]([O-])c2ccccc2n1O
17	COc1ccc2nc(/N=C(\N)NC(=O)C(C)(C)C)nc(C)c2c1
18	COC(=O)c1c(NC(=O)c2ccccc2)sc(C(N)=O)c1C
19	Cc1cc(C)c(COCc2cc(/C=N/O)c(C)cc2C)cc1/C=N/O
20	CCOC(=O)c1sc2nc(CSc3ccccc3)nc(N3CCCN(C)CC3)c2c1C

assay / compound	11	12	13	14	15	16	17	18	19	20
aGlu spleen mod	5%	-1%	-4%	6%	1%	5%	-12%	0%	-6%	-9%
RECQ1 inh	-7%	i	i	-3%	15%	-13%	15%	-2%	-13%	-11%
L3MBTL1 inh	.	9%	-15%[11.4 µM]	8%	.	.	-7%	10%	.	.
GAA inhib	.	0%	2%	-2%	.	.	-20%[15.4 µM]	?	-7%	?
TRb-SRC2 inh	-4%	2%	0%	1%	-1%	-5%	-1%	-3%	5%	-5%
RGS12 GoLoco inh	0%	4%	11%	-8%	.	-9%	15%	45%[activator]	13%	-11%
GAA glycogen mod	6%	13%	-18%	3%	.	1%	-1%	6%	-4%	13%
TR SRC2 fluor cs	-1%	-5%	1%	-2%	0%	-3%	-2%	0%	-1%	2%

21	O=C(CNC(=O)c1ccco1)N/N=C/c1ccccc1[N+](=O)[O-]
22	COCCCNC(=S)N/N=C/c1ccc(N(C)C)cc1
23	COC(=O)c1ccc(N2C(=O)CC(N3CCC(O)(c4ccc(Br)cc4)CC3)C2=O)cc1 (stereo not drawn)
24	O=C(COC(=O)CCSc1ccccc1)Nc1cc(F)ccc1F
25	CCN(CC)CC1(O)CCN(C(=O)c2ccc(Cl)c(Cl)c2)CC1
26	O=[N+]([O-])c1ccc(F)c(N=Cc2ccc(Br)s2)c1
27	CC1CCN(C(=O)CCc2ccc(S(=O)(=O)NC(C)C)cc2)CC1
28	Cn1ccnc1/C(=N\NC(=O)c1ccccc1)c1cccc([N+](=O)[O-])c1
29	COc1ccc(C2(O)CC3CCC(C2)N3c2cc(C)nc(-c3ccccc3)n2)cc1 (stereo not drawn)
30	CC[n+]1c(P(=O)([O-])c2ccccc2)[nH]c2ccccc21

assay / compound	21	22	23	24	25	26	27	28	29	30
aGlu spleen mod	0%	8%	0%	3%	0%	-1%	-2%	2%	-20%	-7%
RECQ1 inh	0%	-5%	-12%	-12%	i	6%	-11%	-7%	-12%	3%
L3MBTL1 inh	.	.	.	5%	-6%[11.4 µM]	-1%	.	?	-5%	0%
GAA inhib	-3%	13%	0%	-12%	-9%	-3%	-1%	-1%	-4%	0%
TRb-SRC2 inh	0%	-1%	-2%	3%	-7%	-16%	1%	9%	7%	-17%
RGS12 GoLoco inh	8%	9%	4%	8%	10%	-12%	2%	-1%	.	6%
GAA glycogen mod	10%	?	11%	0%	21%	-11%	5%	3%	0%	5%
TR SRC2 fluor cs	-3%	-2%	0%	-3%	-6%	1%	1%	3%	-5%	-5%

31	COCCN=C1NN=C(c2ccc(C)c([N+](=O)[O-])c2)CS1
32	CCOC(=O)C1(CC2CCCCO2)CCN(Cc2cc3ccccc3[nH]2)CC1 (stereo not drawn)
33	CCOc1cccc(NC(=O)Cc2cccs2)c1
34	Cc1cc2c3c(c1C)C1(C(=O)N3C(C)(C)CC2C)C(C#N)=C(N)Oc2cc(O)ccc21 (stereo not drawn)
35	CCS(=O)(=O)c1nc(NC(C)=O)n[nH]1
36	CC(C)(C)C1C/C(=C/c2ccco2)C(=O)/C(=C/c2ccco2)C1 (stereo not drawn)
37	O=[N+]([O-])c1cccc(-c2nc(-c3ccccn3)no2)c1
38	C/C(Nc1ccc(F)cc1)=C(/C#N)C(N)=O
39	c1ccc(Cn2nnnc2C(c2ccccn2)N2CCN(c3ccccc3)CC2)cc1 (stereo not drawn)
40	Cc1ccc(-c2csc(N(Cc3ccccc3)C(=O)COc3ccccc3)n2)cc1

assay / compound	31	32	33	34	35	36	37	38	39	40
aGlu spleen mod	7%	-6%	1%	0%	-4%	-3%	10%	5%	-4%	-2%
RECQ1 inh	-2%	-8%	-15%	-6%	-1%	-3%	-16%	-12%	i	i
L3MBTL1 inh	-6%	-26%	8%	.	22%	?	10%	0%	-4%	15%
GAA inhib	-7%	?	-4%	?	?	0%	.	-7%	-2%	-12%
TRb-SRC2 inh	8%	-9%[53 µM]	7%	-3%	-6%	-5%	1%	5%	-5%	-6%
RGS12 GoLoco inh	-2%	15%	2%	0%	-8%	72%[activator]	-10%	4%	-3%	-5%
GAA glycogen mod	-9%	-5%	-2%	-14%	-5%	5%	3%	-2%	-1%	5%
TR SRC2 fluor cs	1%	1%[53 µM]	1%	0%	-5%	1%	-2%	-1%	0%	1%

41	O=C(CCCNS(=O)(=O)c1ccc(Br)cc1)N1CC[C@@]2(O)CCCC[C@H]2C1
42	N#C/C(=C(/O)Cc1cccc2ccccc12)c1nc2ccccc2s1
43	C/C(=N\OCC(=O)O)c1ccc(Cl)cc1
44	CCCN(CCC)C(=O)C1CC(=O)OC12CCOC(C)(C)C2 (stereo not drawn)
45	O=C(N=Nc1c(O)n(C2OC(=O)c3ccccc32)c2ccccc12)c1ccco1 (stereo not drawn)

assay / compound	41	42	43	44	45
aGlu spleen mod	-8%	-3%	0%	-11%	-2%
RECQ1 inh	-6%	i	-2%	-10%	9%
L3MBTL1 inh	5%	.	4%	6%	-2%
GAA inhib	?	-2%	.	-4%	?
TRb-SRC2 inh	-1%	-8%	3%	-1%	-8%
RGS12 GoLoco inh	-6%	5%	0%	7%	0%
GAA glycogen mod	0%	-3%	3%	13%	3%
TR SRC2 fluor cs	-4%	-1%	1%	1%	-3%

Looked up by compound from the list above:
42	N#C/C(=C(/O)Cc1cccc2ccccc12)c1nc2ccccc2s1
45	O=C(N=Nc1c(O)n(C2OC(=O)c3ccccc32)c2ccccc12)c1ccco1 (stereo not drawn)
44	CCCN(CCC)C(=O)C1CC(=O)OC12CCOC(C)(C)C2 (stereo not drawn)

assay / compound	42	45	44
aGlu spleen mod	-3%	-2%	-11%
RECQ1 inh	i	9%	-10%
L3MBTL1 inh	.	-2%	6%
GAA inhib	-2%	?	-4%
TRb-SRC2 inh	-8%	-8%	-1%
RGS12 GoLoco inh	5%	0%	7%
GAA glycogen mod	-3%	3%	13%
TR SRC2 fluor cs	-1%	-3%	1%

Screening data: PubChem BioAssay, National Center for Advancing Translational Sciences (NCATS)
